# Screening results from PubChem BioAssay.
# Giardia FBPA inh: inhibitors of Giardia lamblia fructose-1,6-bisphosphate aldolase; purified Giardia FBPA; AID 2451; A8B2U2; 290,000 compounds, 0.71% hits; Potency, µM (top dose mostly 59.6 µM), without a hit: at the highest dose activity, negative = inhibition, usual class: inhibitors; further: potency means the concentration at half of the fitted maximal effect; on the % scale 0 is the no-effect control and ±100 the full control effect; nearly all actives have a fitted effect of over 55% in size
# Target sequence (A8B2U2 whole entry, looked up): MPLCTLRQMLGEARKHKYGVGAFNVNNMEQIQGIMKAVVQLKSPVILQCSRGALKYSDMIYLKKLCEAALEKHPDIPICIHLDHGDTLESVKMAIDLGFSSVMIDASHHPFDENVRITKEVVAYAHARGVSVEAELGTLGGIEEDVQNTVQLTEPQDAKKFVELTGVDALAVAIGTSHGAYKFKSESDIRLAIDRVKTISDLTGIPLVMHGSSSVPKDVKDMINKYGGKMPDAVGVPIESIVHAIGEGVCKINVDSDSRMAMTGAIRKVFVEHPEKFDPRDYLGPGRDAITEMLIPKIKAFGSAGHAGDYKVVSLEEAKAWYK
#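 40 nM FBPA preincubated 10 min at RT with compound (up to 57.5 uM final), then substrate plus GAPDH/TPI/NAD/arsenate coupling and diaphorase/resazurin added. Fluorescence read after 20 min at RT, 525/598 nm.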
# Cycloheximide cs: affects cycloheximide protein synthesis inhibition readout, counter-screen; cell reporter, cycloheximide protein synthesis inhibition counterscreen; max response, %; 300,000 compounds, 12% hits; in the data active means max response mostly above about 13%, no sharp cut-off; inactive means mostly below about 14%; further: read at 38.3 µM for the half of the compounds with a filed dose; 0% is about no effect
# Pf growth 48h: P. falciparum growth inhibition at 48 hours (one generation); P. falciparum luciferase growth in erythrocytes, 48 h; Potency, µM (doses to about 28.7 µM), inactives show at the highest dose activity change, negative = inhibition, hits mostly inhibitors; 310,000 compounds, 5.9% hits; AID 504832; further: potency means the concentration at half of the fitted maximal effect; on the % scale 0 is the no-effect control and ±100 the full control effect
#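 Firefly luciferase activity from engineered P. falciparum reports growth; inhibitors lower the luminescent signal. Cultures contained 2% hematocrit erythrocytes at 0.1% final parasitemia.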
# HCV inhibitor: HCV inhibition | Huh7.5.1 HCVcc-Cre infection, luciferase reporter, 44 h | Potency, µM (top dose mostly 41.8 µM), for inactives: at the highest dose activity change, negative = inhibition, actives largely listed as inhibitors | 340,000 compounds, 3.4% hits; further: potency means the concentration at half of the fitted maximal effect; on the % scale 0 is the no-effect control and ±100 the full control effect
#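 After 44 h co-culture of compound, cells and HCVcc-Cre (~0.5 moi), substrate is added for 15 min at room temperature and luciferase measured over 15 sec. Cells were seeded at 1,000/well and pre-cultured 4 h.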
# Shiga inhibitor: inhibitors of Shiga toxin in Vero cells. Vero cells, Shiga toxin protein synthesis inhibition reporter. AID 2315. 290,000 compounds, 9.2% hits. inhibition, % at 38.7 µM; in the data active means inhibition mostly above about 28%, no sharp cut-off; inactive means mostly below about 43%; further: 0% is about no effect
# Pf growth 96h: P. falciparum growth inhibition at 96 hours. P. falciparum luciferase reporter growth, 96 h. Potency, µM (highest dose often 28.7 µM), inactives show at the top dose activity change, negative = inhibition, most hits filed as inhibitors. 320,000 compounds, 6.9% hits; further: potency means the concentration at half of the fitted maximal effect; on the % scale 0 is the no-effect control and ±100 the full control effect
#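 Two-generation exposure (96 h) targets delayed-death phenotype. Reporter parasites carrying integrated firefly luciferase, in red cells at 2% hematocrit and 0.05% parasitemia final, kept at 37 C, 5% CO2; luminescence loss indicates inhibition.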
# The depositor's hits bear a star; ? = inconclusive; · = not tested or not shown; [ ] = dose if it differs, or a comment. Unless noted, the call rests on the fitted dose curve; in most records, active means well fitted curve in the direction sought with a large enough effect; inconclusive means small, poorly fitted or top-dose-only effect, or another doubt; inactive means no such curve, though single readings can be large; an effect the other way counts as inactive or inconclusive.
SMILES,Giardia FBPA inh,Cycloheximide cs,Pf growth 48h,HCV inhibitor,Shiga inhibitor,Pf growth 96h
Cc1cccc(NC(=S)N2CCC(NC(=O)c3cccc(F)c3)CC2)c1,-3%,-2,-1%,18%,-9,?
COc1ccc(CC(=O)NCc2nnc(SCC(=O)Nc3ncc(C)s3)n2C)cc1,0%,4,17%,-14%,-9,84%[activator]
CN1CCN(c2ccc(NC(=O)c3ccc(Cl)cc3Cl)cc2)CC1,6%,15*,-28%,-4%,·,-21%
Cn1nccc1C(=O)N1CCC2(CC1)OCCO2,·,0,3%,6%,-30,6%
Cc1cc(C)cc(N(C(=O)c2snc(C(N)=O)c2N)C(C(=O)NCC2CCCO2)c2ccc(C)o2)c1 (stereo not drawn),0%,-4,?,?,-4,?
CC1Cc2ccccc2N1S(=O)(=O)c1cccs1 (stereo not drawn),-23%,-3,?,6%,6,?
Cc1cc(NCCO)nc(N2CCOCC2)n1,1%,-1,5%,19%,-8,3%
O=C(COC(=O)c1c2c(nc3ccccc13)CCCC2)c1ccc(Br)s1,2%,25*,?,?,91*,?
O=C1c2cccc3c(N4CCCCC4)ccc(c23)C(=O)N1c1ccc(O)cc1,0%,18*,-20%,-2%,49,24%
COc1ccc(/C=N/NC(=O)c2ccccc2OC)cc1COc1ccccc1[N+](=O)[O-],-8%,7,-14%,-21%,7,-17%
O=C1CSC(c2ccccn2)N1c1ccc(C(F)(F)F)cc1 (stereo not drawn),-2%,-5,2.9µM*,-27%,10,?
CC(c1ccccn1)N(C)C(=O)c1ccc2nc(Cc3cccc(Cl)c3)oc2c1 (stereo not drawn),6%,53*,14%,-15%,73*,-2%
CCCCN(CCCC)C(=S)NC(=O)c1ccccc1Cl,15%,-4,-4%,9%,10,-24%
Cc1c(Br)c(C(F)(F)F)nn1CC(=O)NCc1ccco1,-5%,6,29%,-3%,-7,?
O=C(OCc1cc2ccccc2[nH]c1=O)C1CCCO1 (stereo not drawn),-1%,-9,-3%,-4%,-24,?
Cc1c(C(=O)NCCCN2CCCCC2)oc2ccc3c(c12)C(O)CC1(CCCCC1)O3 (stereo not drawn),-9%,-2,8.3µM*,?,-9,22%
O=C(O)C1=C[C@H](c2ccc(F)cc2)C[C@H](OCc2ccc(CO)cc2)O1,11%,0,44%[activator],29%,3,-2%
CCOn1c(SCC)nc2ccccc2c1=O,-1%,-2,0%,-4%,-14,?
COc1ccc(NC2c3ncccc3C(=O)N2Cc2ccccc2)c(OC)c1 (stereo not drawn),11%,1,?,6%,-2,75%[activator]
Cc1ccc(OCC(=O)Nc2cnn(CCCC(=O)O)c2)c([N+](=O)[O-])c1,17%,-4,-42%,9%,2,50%[activator]
C#CCOC(=O)/C(=C/C=C/c1ccccc1)NC(=O)c1ccccc1,4%,33,10%,-8%,14,25%
CCC1CCCCN1CCCNC(=O)C1CCC(Cn2c(=O)[nH]c3ccccc3c2=O)CC1 (stereo not drawn),4%,-5,·,-13%,-3,?
CN(CCO)c1ncnc2c1sc1nc(N3CCOCC3)c3c(c12)CCC3,-16%,-2,67%[activator],-7%,-17,?
Clc1nc2c(-c3ccccc3)nnn2c2ccccc12,-4%,24*,-2%,?,25,-23%
O/N=C1\CCCc2nnc3c(c21)CCCC3,2%,0,15%,12%,7,21%
CCOC(=O)C1CCN(C(=O)c2ccc3c(=O)n4c(nc3c2)CCCCC4)CC1,·,·,18%,15%,·,?
COc1ccc(NC(=O)c2ccc(Br)c(S(=O)(=O)N3CCOCC3)c2)cc1,-7%,5,?,?,-3,0%
CCOC(=O)CSc1nc2nc(C)cc(C)n2n1,6%,0,5%,14%,2,40%[activator]
COc1ccc(-c2nc(CN3CCCCC3c3nccn3C)c(C)o2)c(C)c1C (stereo not drawn),0%,-3,?,?,1,?
CCC(C)[C@H](NC(=O)NCc1cccnc1)C(=O)OC (stereo partly drawn),4%,-1,13%,13%,14,11%

# Look-ups from above:
# `CCC1CCCCN1CCCNC(=O)C1CCC(Cn2c(=O)[nH]c3ccccc3c2=O)CC1` (stereo not drawn) – HCV inhibitor = -13%
# `O/N=C1\CCCc2nnc3c(c21)CCCC3` – Giardia FBPA inh = 2%
# `COc1ccc(NC2c3ncccc3C(=O)N2Cc2ccccc2)c(OC)c1` (stereo not drawn) – HCV inhibitor = 6%
# `CCC(C)[C@H](NC(=O)NCc1cccnc1)C(=O)OC` (stereo partly drawn) – Shiga inhibitor = 14
# `CCOn1c(SCC)nc2ccccc2c1=O` – Shiga inhibitor = -14

# Other entries follow.
SMILES,Giardia FBPA inh,Cycloheximide cs,Pf growth 48h,HCV inhibitor,Shiga inhibitor,Pf growth 96h
Cc1ccc(NC(=S)N2CC(C)OC(C)C2)cc1C (stereo not drawn),·,-2,-9%,15%,-10,?
COc1ccc(NC(=O)CCCn2cnc3ccccc3c2=O)c(OC)c1,0%,-2,·,7%,-3,-13%
CC(C)CCn1c(O)c(N=NC(=O)Cn2ccc(C(F)(F)F)n2)c2ccccc21,5%,-3,5%,-17%,14,-19%
COc1ccc(O)c(C(=O)c2cc(C(=O)NCCc3ccccc3)c(=O)n(CCc3ccccc3)c2)c1,0%,32*,?,?,19,?
Cc1ccc(C)c(-n2c(-c3ccncc3)n[nH]c2=S)c1,?,-3,5%,8%,15,6%
Cc1cccc(N2CCN(C(=O)COc3ccc4c(C)cc(=O)oc4c3C)CC2)c1C,·,2,12µM*,10µM*,-8,?
O=C(CN1CCCCC1)NNC(=O)c1cccc(Br)c1,1%,-6,28%,-18%,-19,10%
O=C(CSc1nc(-c2ccccc2)cs1)Nc1nccs1,3%,8,-14%,?,19,·
Cc1ccc(C(C(=O)NCc2ccccc2)N(C(=O)c2csnn2)C2CC2)cc1 (stereo not drawn),0%,-5,-19%,-6%,-7,17%
O=C(NNC(=O)C1[C@H]2CCCC[C@@H]12)c1ccc(=O)oc1 (stereo partly drawn),?,8,8%,?,13,23%
CCCn1nnnc1NCc1cc(Br)ccc1OC,5%,-2,0%,3%,19,7%
O=C(Cn1c(=O)cnc2ccccc21)N1CCN(S(=O)(=O)c2ccc(F)cc2)CC1,·,·,-1%,-22%,·,8%
Cc1cc([N+](=O)[O-])ccc1NC(=O)C1CCCO1 (stereo not drawn),1%,4,19%,10%,12,60%[activator]
N/C(=N\N=C\c1cccc([N+](=O)[O-])c1)c1nonc1N,8%,50*,125%[activator],-1%,76*,60%[activator]
CCCCOC(=O)c1ccc(NC(=O)c2ccoc2C)cc1,-12%,29*,-51%,?,70*,-3%
Cc1ccccc1OCC(=O)NNC(=O)C1CCCCC1C(=O)O (stereo not drawn),21%,9,10%,9%,10,13%
CCOc1cc(N2CCOCC2)c(OCC)cc1NCC(=O)N1CCN(Cc2ccccc2)CC1,?,7,?,?,-15,5.9µM*
CC(=O)Nc1ccc2nc(NC(=O)COc3ccc(C)cc3)sc2c1,3%,11,3%,7%,23,21%
O=C(CNc1cccc(C(F)(F)F)c1)N/N=C/C1CCCCC1,0%,1,1%,7%,-4,26%
O=C(c1cc(-c2cccc(O)c2)on1)N1CCCCCC1,-7%,37*,183%[activator],-3%,112*,37%[activator]
O=C1/C(=C/c2ccc(O)cc2)COc2ccccc21,6%,29*,108%[activator],6%,45*,38%[activator]
NC(=S)N/N=C\c1c(OCc2ccccc2Cl)ccc2ccccc12,-8%,8,10µM*,7.9µM*,1,42%[activator]
CN(C)/C=C1/C=C(C=O)OC1=O,-1%,-2,0%,7%,-7,-6%
COc1ccccc1C(=O)NNC(=O)C(=O)Nc1ccc(C)c(Cl)c1,12%,-3,21%,18%,-6,?
CC(=O)N1CCc2cc(NS(=O)(=O)c3cccs3)ccc21,2%,14,43%[activator],-4%,48,17%
O=C(Nc1nccs1)c1ccc(N2CCOCC2)c([N+](=O)[O-])c1,·,50*,132%[activator],-24%,86*,48%[activator]
O=C1NCCN(Cc2ccoc2)C1CC(=O)N(Cc1ccccc1)CC1CCC1 (stereo not drawn),-4%,13*,16%,7%,34,?
COc1cc(NC(=O)CCCNC(=O)c2ccc(Cl)cc2)cc(OC)c1OC,5%,-3,4%,-9%,20,-12%
CC(=O)Nc1ccc(NC(=O)C/C(C)=N/NC(=O)COc2cc(C)c(Br)cc2Br)cc1,3%,4,37%[activator],12%,-11,12%
COc1ccc(S(=O)(=O)N2CCN(Cc3ccc4c(c3)OCO4)CC2)cc1F,·,-8,12%,-4%,-6,?
COC(=O)CSc1nnc(-c2ccco2)o1,-1%,-1,15%,14%,-4,6%
CC1CCN(C(=O)c2[nH]cnc2C(=O)NCCCCCNC(=O)OC(C)(C)C)CC1,·,·,-26%,23%,·,?
C=C(C)CN1C(=O)c2ccccc2C1=O,2%,-2,21%,0%,-10,·
O=C(COC(=O)c1ccc(O)cc1)NCC1CCCO1 (stereo not drawn),0%,-5,-12%,-11%,9,18%
Cc1ccc(NC(=O)CCC(=O)N/N=C/c2cc([N+](=O)[O-])ccc2O)cc1,-18%,2,?,16%,-11,?
CCc1nn2c(=O)cc(CSCC(=O)Nc3ccccc3Cl)nc2s1,·,-12,0%,6%,-1,?
O=C(C[n+]1cccc(CNC(=O)c2ccc(OC(F)F)cc2)c1)c1ccccc1,-1%,-4,-6%,-4%,-6,?
CNc1nc(OC)nc(N(C#N)CN2C(=O)c3ccccc3S2(=O)=O)n1,3%,7,-1%,14%,7,?
CN(CCCNC(=O)CCCOc1cc(=O)n(C)c2ccccc12)Cc1ccccc1,0%,-2,-8%,3%,18,?
COc1ccc(CCNc2nc(C)cc(C)n2)cc1OC,-6%,-5,0%,-15%,24,0%
O=C(Cc1ccccc1)Nc1ccc(C(=O)Nc2ccccc2C(=O)O)cc1,·,-2,-11%,5%,-20,?
Cc1ccc(C(C)C)c(OCc2nc(-c3nonc3N)no2)c1,-6%,28*,·,-18%,101*,4.7µM*
CCOC(=O)COc1ccc(Br)cc1/C=C\c1[nH]c(=O)[nH]c(=O)c1[N+](=O)[O-],12%,4,29%,-2%,9,10%
CC(=O)N/C(=C/C(C)C)c1ccccc1,·,·,23%,6%,·,51%[activator]
Cc1ccc(OCCOCCN(C)C)c(Cl)c1,-26%,-1,41%[activator],0%,-3,?
COc1ccc2[nH]c(=O)c(CN(CCN3CCCC3)C(=O)Nc3ccccc3Cl)cc2c1,2%,-3,?,-24%,-12,22%
CC(=O)OC(C(=O)NCc1ccco1)c1cccnc1 (stereo not drawn),-2%,-1,10%,9%,3,·
CC(=O)n1nc(-c2ccc(Cl)cc2)nc1NCc1ccco1,-1%,31*,·,-28%,50*,35%[activator]
CSC(=S)N/N=C(\C)c1ccccc1,21%,28*,?,12%,50*,?
CCOC(=O)C1(CCCc2ccccc2)CCN(C(=O)c2cc(C)nc(C)n2)CC1,0%,-2,-16%,4%,-2,9%
O=C1NC2(CCCC2)N=C1c1ccc(F)cc1,10%,-1,·,-14%,-6,31%[activator]
Nc1c(C(=O)N/N=C/c2ccccc2Cl)oc2nc(-c3ccccc3)cc(-c3ccco3)c12,-8%,1,?,?,-4,?
COc1ccc(S(=O)(=O)N(CC(=O)Nc2ccc(S(=O)(=O)N3CCOCC3)cc2)c2ccccc2)cc1,6%,-1,?,5.6µM*,-4,22%

# Entries of single compounds, looked up by structure. Values in the order: Giardia FBPA inh | Cycloheximide cs | Pf growth 48h | HCV inhibitor | Shiga inhibitor | Pf growth 96h
# `Cc1cccc(N2CCN(C(=O)COc3ccc4c(C)cc(=O)oc4c3C)CC2)c1C` is listed as · | 2 | 12µM* | 10µM* | -8 | ?
# `CC(=O)Nc1ccc(NC(=O)C/C(C)=N/NC(=O)COc2cc(C)c(Br)cc2Br)cc1` is listed as 3% | 4 | 37%[activator] | 12% | -11 | 12%
# `COc1ccc(CCNc2nc(C)cc(C)n2)cc1OC` is listed as -6% | -5 | 0% | -15% | 24 | 0%
